N-glyco inh: increase of ERlucT glycosylation luciferase signal, primary screen, N-linked glycosylation inhibitor project, D54 ERlucT cells, luminescence, set 2; D54 ERlucT glycosylation luciferase reporter, 24 h; percent of 100 nM tunicamycin response; reporter increase, % at 12.5 µM; 360,000 compounds, 0.23% hits; AID 588692, 2011;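 active = mean luciferase reporter signal, scaled so untreated is 0 and the glycosylation-blocking control 100, at or above a set limit in every replicate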;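 also: luciferase carries N-glycosylation sites so blocking glycosylation raises the light; 0% = median of neutral control wells and 100% = median of 100 nM tunicamycin wells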
ABHD5-PLIN5 inh: ABHD5-PLIN5 interaction inhibitors, primary screen, cell lysate, split luciferase complementation, luminescence. Split G. princeps luciferase complementation, 4 h. AID 602281, 2012. 360,000 compounds, 0.78% hits. inhibition, % at 4 µM. Perilipin-5 (Homo sapiens) + 1-acylglycerol-3-phosphate O-acyltransferase ABHD5 (Homo …;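 active = inhibition above the mean inhibition across every tested compound plus 3 SD, cut at about 22% in these data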;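 also: 0% = DMSO only wells and the 100% control is not disclosed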
aDG glyco up: activators of alpha-DG glycosylation, primary screen, uHTS, Pro5-aDG cells, AlphaScreen; alpha-DG glycosylation AlphaScreen (IIH6); 0% Pro5, 100% B10-LARGE cell signal; activation, % at 10 µM; 360,000 compounds, 0.22% hits;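 active = activation of at least 8% versus controls, or a plate z-score of at least 8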;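 also: Pro5 are CHO cells carrying HIG-tagged alpha-DG that lacks glycosylation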
Vif inh: HIV Vif self-association inhibitors, primary screen, imaging, HEK293T, single point; 340,000 compounds, 0.35% hits; HEK293T cells, Vif self-association by quenched fluorescence, 24 h; inhibition, % at 7.49 µM; in the data active = inhibition above about 50%, passing the limit was not always enough; also: some results filed as inactive read as strong as hits
MC4R ag barr: MC4R agonists recruiting beta-arrestin, primary screen, cell-based, luminescence, agonist arm of biased-ligand search. Melanocortin receptor 4 (Homo sapiens), P32245. U2OS MC4R beta-arrestin complementation; percent of melanotan II response, DMSO zero. activation, % at 8.9 µM. 360,000 compounds, 0.98% hits. AID 540308, 2011;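 active = activation above a per-plate cutoff, the mean activation of sample wells on that plate plus 3 SD, cut at about 8% in these data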
Target sequence (P32245 whole entry, looked up): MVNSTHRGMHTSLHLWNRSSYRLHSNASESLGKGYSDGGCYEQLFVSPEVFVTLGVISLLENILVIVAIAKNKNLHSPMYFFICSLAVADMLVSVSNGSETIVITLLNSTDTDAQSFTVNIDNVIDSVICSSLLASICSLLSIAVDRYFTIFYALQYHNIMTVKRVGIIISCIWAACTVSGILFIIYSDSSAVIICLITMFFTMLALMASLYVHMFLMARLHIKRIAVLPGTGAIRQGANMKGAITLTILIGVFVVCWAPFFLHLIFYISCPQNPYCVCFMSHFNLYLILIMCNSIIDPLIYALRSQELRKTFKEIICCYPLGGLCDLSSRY
Exocytosis inh: LAMP-1 surface exposure blockers, TALL-104 cells – cell-based, flow cytometry, MLPCN library, primary screen; TALL-104 LAMP-1 surface exposure; cells stimulated with thapsigargin and PMA; inhibition, % at 10 µM; 360,000 compounds, 0.66% hits;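 active = inhibition above about 55%, limit read from the data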
NOD2 RIPK2 PPI: NOD2-RIPK2 binding disruptors in cells, primary screen, fluorescence, CHO cells, BLA complementation; 360,000 compounds, 0.38% hits; AID 624267, 2012; CCF4 ratio; inhibition, % at 4.98 µM; Receptor-interacting serine/threonine-protein kinase 2 (Homo sapiens), O43353; in the data active = inhibition above about 21%;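 also: 0% = vehicle only and 100% = reference blocker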
Target sequence (O43353 whole entry, looked up): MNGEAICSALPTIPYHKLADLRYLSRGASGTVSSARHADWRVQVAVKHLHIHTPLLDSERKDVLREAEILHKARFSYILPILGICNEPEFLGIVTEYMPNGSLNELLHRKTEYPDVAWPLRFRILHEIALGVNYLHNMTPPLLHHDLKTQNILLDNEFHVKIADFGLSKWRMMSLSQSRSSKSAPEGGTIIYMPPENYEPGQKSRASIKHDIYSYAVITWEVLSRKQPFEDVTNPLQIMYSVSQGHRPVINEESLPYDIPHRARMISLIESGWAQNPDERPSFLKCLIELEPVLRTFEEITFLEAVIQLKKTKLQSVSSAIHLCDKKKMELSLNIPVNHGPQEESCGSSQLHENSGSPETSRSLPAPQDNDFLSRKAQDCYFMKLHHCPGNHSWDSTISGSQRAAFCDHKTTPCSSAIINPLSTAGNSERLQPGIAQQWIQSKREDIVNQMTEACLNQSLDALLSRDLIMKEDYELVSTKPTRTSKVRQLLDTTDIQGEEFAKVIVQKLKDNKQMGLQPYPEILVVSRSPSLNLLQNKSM
TLR9-MyD88 block: inhibitors of TLR9-MyD88 association in cells, primary screen, cell-based, CHO, BLA complementation, fluorescence; Toll-like receptor 9 (Homo sapiens) + Myeloid differentiation primary response protein …; CCF4 FRET ratio; inhibition, % at 4.98 µM; 340,000 compounds, 0.21% hits; AID 504734, 2011;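 active = inhibition above the mean over all tested compounds plus 3 SD, cut at about 21% in these data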;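 also: 0% = DMSO only wells and 100% = clavulanate BLA inhibitor control wells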
ABCB6 inh 2: ABCB6 transporter inhibitors, primary screen, K562-ABCB6 cells, flow cytometry, MLPCN library; fluorescence ratio to DMSO, % at 10 µM; K562-ABCB6 porphyrin accumulation, 1 h; stronger effect = lower value; 360,000 compounds, 0.19% hits; ATP-binding cassette sub-family B member 6 (Homo sapiens), Q9NP58;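 active = fluorescence ratio to DMSO below 75%, the collection mean minus 3 SD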;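 also: signal is porphyrin accumulated inside mitochondria; 100% equals median channel fluorescence of DMSO control wells; lower ratio means ABCB6 inhibition with less porphyrin fluorescence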
MC4R antagonist: MC4R antagonists of cAMP signaling, primary screen, cell-based, TR-FRET, antagonist arm of biased-ligand search; inhibition, % at 6.5 µM; 360,000 compounds, 0.48% hits; Melanocortin receptor 4 (Homo sapiens), P32245; MC4R-expressing cells, MTII-stimulated cAMP, LANCE TR-FRET;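 active = inhibition above its plate's cutoff, the mean of tested wells on that plate plus 3 SD, cut at about 29% in these data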;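 also: 0% = Melanotan II alone and 100% = Melanotan II plus saturating MCL0020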
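Assay system: U2OS-MC4R stable cell line; Also added: Melanotan II; Technique: Eu-cAMP/anti-cAMP TR-FRET, emission 671 nm; Times: 30-min compound, 1-h challenge, 1-h detection, room temperature.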
Numbers without * were called inactive; nt = no result given. This is a subset; the hit share may differ from the screen's.

SMILES | N-glyco inh | ABHD5-PLIN5 inh | aDG glyco up | Vif inh | MC4R ag barr | Exocytosis inh | NOD2 RIPK2 PPI | TLR9-MyD88 block | ABCB6 inh 2 | MC4R antagonist
CC(C)(C)Nc1c2ccccc2nc2ccccc12 | 4 | -3 | 0.1 | -1 | -2.3 | 2 | -8 | -5 | 97 | -7
CC(NC(=O)c1ccc2ccccc2n1)c1ccc(S(N)(=O)=O)cc1 (stereo unspecified) | 17 | 6 | 0.1 | 10 | -0.6 | 0 | 3 | -7 | 97 | -2
Cn1ncc2c(NNC(=O)Cc3cccc4ccccc34)ncnc21 | -1 | -3 | -0.4 | 3 | -2.6 | 3 | -2 | 1 | 101 | 0
Cc1ccc(S(=O)(=O)N(C)C)cc1NC(=O)COC(=O)c1n[nH]c(=O)c2ccccc12 | 2 | 1 | -0.1 | 4 | -1.4 | -4 | -3 | 7 | 101 | 8
Cc1ccc(S(=O)(=O)N2C[C@H]3C(=O)C[C@@H](c4ccccc4)N(S(=O)(=O)c4ccccc4[N+](=O)[O-])[C@H]3C[C@H]2c2ccccc2)cc1 | 0 | -1 | -0.6 | nt | nt | 2 | -5 | nt | 100 | nt
Cc1nc(SCC(=O)c2cc3ccccc3oc2=O)c(C#N)c(-c2ccccc2)c1C(=O)Nc1ccccc1 | 0 | -4 | 1.5 | 3 | -1.4 | 0 | -7 | -4 | 101 | 13
COc1ccc(Br)cc1/C=N/NC(=O)c1ccc(OC)c(OC)c1 | 4 | 3 | 1.4 | 0 | -0.7 | 1 | 0 | -1 | 93 | -5
C=C(C)C1CCC(C)=C1CC(C)(C)/C=N\n1cnnc1 (stereo unspecified) | -2 | 1 | 0.3 | -3 | 0.3 | -1 | -1 | -7 | 97 | 0
CCCCNC(=O)COC(=O)c1c2c(nc3ccccc13)CCC2 | -2 | -4 | 0.0 | -13 | -2.3 | 15 | 2 | 3 | 93 | 9
C=CCNC(=O)c1ccccc1NC(=O)c1ccc(Cl)c(S(=O)(=O)Nc2ccccc2)c1 | -2 | 11 | 0.0 | -10 | -0.3 | 16 | -9 | -1 | 95 | 5
COC(=O)Cn1c(O)c(N=NC(=O)c2ccc3c(c2)OCO3)c2ccccc21 | 1 | -4 | -0.3 | -5 | -1.2 | -2 | -1 | -7 | 91 | -5
Cc1cc2cc(CNC(=O)c3ccc(S(=O)(=O)N4CCCCC4)cc3)ccc2n1C | -3 | -8 | -0.2 | nt | 0.9 | 0 | 3 | 1 | 103 | 3
COc1cc(/C=C/C(=O)Nc2nc3ccc(S(=O)(=O)NC(C)C)cc3s2)cc(OC)c1OC | 0 | -5 | 8.2* | 2 | -2.0 | -1 | -8 | -6 | 99 | 5
CCCn1c(SC(C)C(=O)NC2CCCC(C)C2C)n[nH]c1=O (stereo unspecified) | 0 | -7 | -0.5 | 2 | -0.5 | -6 | 0 | -7 | 79 | 2
COc1cc(-c2nc(-c3ccncc3)no2)cc(OC)c1OC | 1 | 3 | -0.1 | nt | 0.1 | 1 | 2 | -7 | 106 | 14
COc1cnc(-c2ccccn2)nc1Oc1ccc(C(C)(C)C)cc1 | 1 | 8 | 0.5 | 15 | 2.8 | -4 | -2 | -3 | 124 | 1
COc1ccc(C(C)(C)C)cc1NC(=O)CN1C(=O)C(=O)N(Cc2ccco2)C1=O | 4 | 4 | -0.1 | 2 | -0.5 | 20 | -2 | 1 | 85 | 5
CC(=O)c1ccc(NS(=O)(=O)c2ccc3c(c2)N(C(C)=O)CCO3)cc1 | 1 | -1 | 0.0 | 7 | -2.3 | 2 | 0 | 11 | 95 | -3
CCC(CC)c1nn2c(N)c(/C=C3\C=Nc4ccccc43)c(=O)nc2s1 | 1 | -3 | -0.3 | 6 | 7.6 | -15 | -12 | -10 | 101 | 2
CCC(C)NC(=O)CN(c1cc(Cl)cc(Cl)c1)S(C)(=O)=O (stereo unspecified) | 0 | -2 | -0.3 | 1 | 0.9 | 6 | -4 | -5 | 96 | 9
CSc1ncc(Cl)c(C(=O)Nc2cccc(Cl)c2)n1 | -2 | -1 | 0.1 | -9 | 0.8 | -4 | -9 | 2 | 92 | -2
COC(=O)c1ccccc1NC(=O)CN1CCCCC1 | 2 | 7 | 0.4 | 1 | 0.3 | 0 | -1 | -7 | 98 | 6
CCOC(=O)Cc1csc(NC(=O)CSc2cc(Cl)ccc2Cl)n1 | 2 | 0 | -0.2 | 8 | 1.6 | -5 | 3 | 2 | 98 | 5
CCCNC(=O)CNC(=S)N(Cc1cc(OC)c(OC)c(OC)c1)C1CCCC1 | 4 | -1 | -0.1 | -7 | -0.6 | -1 | -4 | 11 | 106 | 5
CC(=NCc1cccnc1)C1=C(O)c2ccccc2C1=O | 0 | 5 | 0.1 | 0 | -0.5 | 6 | 5 | -4 | 98 | 1
COc1ccc(OCc2cc(C(=O)NCCc3ccccc3)no2)c(Cl)c1 | 16 | -12 | -0.1 | -2 | -2.5 | 4 | 0 | 12 | 99 | -14
Cc1cc(C)c2nc(-c3cccnc3)cc(C(=O)NC(C)c3cnn(C)c3C)c2c1 (stereo unspecified) | 3 | 6 | -0.7 | -5 | -1.8 | -7 | 1 | -2 | 96 | 22
CCOC(=O)c1c(NC(=O)c2nn(CC)cc2Br)c(C#N)nn1-c1ccccc1 | -4 | 1 | 0.4 | 1 | -1.3 | 2 | -7 | 7 | 84 | 12
O=C(c1c[nH]c(C(=O)C(Cl)(Cl)Cl)c1)c1ccccc1Br | 1 | 1 | -0.3 | -6 | -2.3 | 0 | 3 | -1 | 95 | 1
O=C(Nc1ccon1)c1sc2cc(F)ccc2c1Cl | -3 | 2 | -0.1 | 2 | 3.8 | -7 | 1 | 3 | 96 | 7
CCOc1ccc(NC(=O)CN2CCN(CC(=O)Nc3ccccc3OC)CC2)cc1 | -3 | 10 | 0.1 | -1 | -0.4 | -9 | -1 | -7 | 90 | -5
C[C@H](O)c1[nH]c2cc(F)ccc2c1[C@H](C)O | 1 | 9 | 0.1 | 18 | 0.3 | 1 | -14 | 6 | 111 | 3
CCOC(=O)c1ccc(C(=O)NNC(=O)C2CC=CCC2)cc1 (stereo unspecified) | 0 | 9 | 0.1 | -1 | 0.9 | -4 | 0 | nt | 101 | 7
O=C(Cc1ccccc1)NC1(Cc2ccc(O)cc2)CCCCC1 | 0 | -9 | -0.1 | -6 | -0.9 | 1 | -4 | 0 | 103 | 15
Cc1ccc(NCC(O)C(O)C(O)CO)c(N=Nc2ccccc2)c1C (stereo unspecified) | 2 | 5 | 0.0 | -2 | -1.4 | 4 | 2 | -10 | 99 | 16
N#CCCN1CCN(Cc2ccccc2)CCC1=O | 0 | -7 | 0.2 | 13 | -0.9 | 1 | 3 | -4 | 101 | 1
COc1ccc(Cl)cc1Nc1nc(-c2sc(NC(=O)CC(C)C)nc2C)cs1 | -1 | -20 | 0.0 | 4 | -0.8 | -6 | -14 | 3 | 102 | 3
COc1ccc(-c2csc(NC(=O)c3c(C)noc3C)n2)cc1OC | -1 | 4 | 0.3 | -7 | -0.2 | 0 | -5 | 0 | 88 | 19
O=C(Nc1ccncc1)c1ccc2c(c1)S(=O)(=O)c1ccccc1C2=O | 19 | -4 | 0.3 | -14 | -0.7 | -3 | -1 | 9 | 98 | 1
CC(=O)Nc1ccc2oc(-c3cc(F)c(F)cc3Cl)nc2c1 | -7 | -2 | 0.4 | 8 | 2.2 | 3 | 0 | -4 | 100 | 9
CSc1ncccc1C(=O)NCC12CC3CC(CC(C3)C1)C2 | -3 | -5 | -0.3 | 3 | -2.5 | -1 | -2 | 6 | 106 | 0
CC(C)(C)n1nc2c(c1NC(=O)c1ccc(F)c(F)c1)CS(=O)(=O)C2 | 3 | -10 | -0.1 | 3 | -3.1 | -4 | -1 | 5 | 96 | 2
Fc1ccc(C(c2nnnn2C2CCCC2)N2CCN(Cc3ccccc3)CC2)cc1 (stereo unspecified) | -5 | 2 | 0.5 | 9 | -1.1 | 20 | -2 | 1 | 94 | 0
COCCC(=O)N1CCC(Oc2ccc(C(=O)NCc3csc(C)n3)cc2)CC1 | 0 | -1 | 0.1 | 2 | 3.0 | -11 | 4 | -14 | 92 | 7
Cc1cc(C(=O)CSc2nn3c(=O)c(C(C)(C)C)nnc3s2)c(C)n1-c1ccc(F)cc1 | -1 | -14 | 0.0 | -12 | -0.9 | 1 | -15 | 10 | 106 | 7
O=C(CC1SC(=Nc2ccccc2)N(CCCO)C1=O)Nc1ccc(Cl)cc1 (stereo unspecified) | -2 | -4 | 0.7 | -5 | -0.4 | 0 | 3 | -5 | 100 | 1
O=S1(=O)CCN2C=C(Cl)C=C(Cl)C2=N1 | 3 | 5 | -0.2 | 6 | -0.3 | -3 | -2 | -8 | 100 | 17
COc1ccc(OC(C)C(=O)Nc2cccc(F)c2)cc1 (stereo unspecified) | -1 | 2 | -0.1 | 7 | -1.1 | 1 | -8 | 8 | 97 | 13
CCN1C(=O)CC(n2c(C)nc3ccccc32)C1=O (stereo unspecified) | 3 | 3 | 0.1 | 20 | -1.0 | -1 | 1 | -10 | 89 | 4
CC(=O)CCC(=O)OCC(=O)c1ccc(C(F)(F)F)cc1 | 0 | 2 | 0.0 | 1 | -0.7 | 5 | -2 | 5 | 96 | 10

The list continues.
SMILES | N-glyco inh | ABHD5-PLIN5 inh | aDG glyco up | Vif inh | MC4R ag barr | Exocytosis inh | NOD2 RIPK2 PPI | TLR9-MyD88 block | ABCB6 inh 2 | MC4R antagonist
CCCCC(=O)NNC(=S)NC(=O)c1cccc([N+](=O)[O-])c1 | 2 | -8 | 0.0 | -2 | -0.7 | 1 | 4 | 2 | 91 | -3
CC(=O)c1ccc(NC(=O)/C(=C\c2ccccc2)NC(=O)/C=C/c2ccccc2)cc1 | 0 | 5 | -0.3 | 5 | -1.6 | 0 | -4 | -4 | 99 | 4
CCCC(=O)Nc1ccc(C(N)=O)cc1 | 0 | -7 | -0.2 | 11 | -1.6 | -3 | 5 | 2 | 98 | 2
O=C1c2ccccc2-c2c1cccc2C(=O)N1CCOCC1 | 2 | 10 | 0.2 | nt | 1.1 | -3 | -5 | -5 | 101 | 2
O=C(COC(=O)c1ccc(F)c(S(=O)(=O)N2CCOCC2)c1)NCCc1ccc(F)cc1 | 2 | -9 | 0.5 | 1 | 0.0 | -2 | 10 | 8 | 99 | 5
